NPY-Y2 antag: antagonists of human neuropeptide Y receptor Y2. actives 0.99% (n = 140,000). inhibition, % at 2.7 µM. P49146. NPY-Y2 expressing cells, antagonist mode; in the data active = inhibition above about 17%;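 note: 0% = vehicle with agonist challenge and 100% = reference antagonist with challenge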
Target sequence (P49146 whole entry, looked up): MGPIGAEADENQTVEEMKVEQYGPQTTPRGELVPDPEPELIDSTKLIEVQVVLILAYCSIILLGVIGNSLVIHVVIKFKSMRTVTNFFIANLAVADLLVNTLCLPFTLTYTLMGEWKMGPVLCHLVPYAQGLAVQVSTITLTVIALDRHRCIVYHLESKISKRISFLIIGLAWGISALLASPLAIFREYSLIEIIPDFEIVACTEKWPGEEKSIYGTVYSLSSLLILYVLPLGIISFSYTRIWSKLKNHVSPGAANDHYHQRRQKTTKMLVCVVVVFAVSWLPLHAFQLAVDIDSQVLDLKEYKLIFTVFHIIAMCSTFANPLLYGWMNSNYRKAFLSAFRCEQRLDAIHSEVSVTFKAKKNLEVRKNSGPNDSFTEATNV
GALR2 antag: blocks the human galanin receptor 2 | O43603 | GALR2-expressing cells, antagonist mode | inhibition, % at 4 µM | actives 0.39% (n = 140,000) | AID 828; in the data active = inhibition above about 27%;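 note: cells stimulated with galanin 1-16 at roughly its EC80; 0% = agonist challenge control and 100% = basal control without agonist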
Target sequence (O43603 whole entry, looked up): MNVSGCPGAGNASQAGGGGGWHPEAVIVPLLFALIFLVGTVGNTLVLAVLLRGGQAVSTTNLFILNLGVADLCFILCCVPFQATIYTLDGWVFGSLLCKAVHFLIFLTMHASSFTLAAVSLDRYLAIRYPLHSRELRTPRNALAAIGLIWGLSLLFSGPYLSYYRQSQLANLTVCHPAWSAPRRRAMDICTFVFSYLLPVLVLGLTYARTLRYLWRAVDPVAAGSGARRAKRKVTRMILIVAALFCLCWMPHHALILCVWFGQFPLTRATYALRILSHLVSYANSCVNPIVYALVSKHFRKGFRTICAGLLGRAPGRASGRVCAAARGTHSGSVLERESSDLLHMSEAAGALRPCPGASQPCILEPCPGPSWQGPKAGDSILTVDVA
Yeast growth inh: chemicals that inhibit yeast BB579 growth in restrictive medium (lifespan-shortening candidates); S. cerevisiae BB579 growth, OD615, 48 h; inhibition, % at 10 µM; actives 0.51% (n = 140,000);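 active = inhibition above a set limit, 3 SD over the mean compound inhibition, cut at about 44% in these data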; note: inactives centre near -24
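System: Saccharomyces cerevisiae DeaD strain BB579, replicative lifespan model yeast. Buffer or medium: restrictive glucose-based CSMM-D medium. Doses: one dose, 10 µM compound with 0.25% DMSO. Timing: 4 h preincubation and 48 h exposure at 30 °C. Detection: turbidity as optical density at 615 nm. Benchmarks: amphotericin B 10 µg/mL, positive.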
E-sel TNF inh: blocks E-selectin expression induced by TNF alpha; inhibition, % at 2 µM; actives 0.71% (n = 120,000); HUVEC TNFa-induced E-selectin immunofluorescence, high content;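 active = inhibition above the batch mean plus 3 SD, and confirmed as a hit on visual image review, cut at about 43% in these data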;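 note: 0% = TNF-stimulated DMSO wells and 100% = unstimulated control wells; not every result past the cut was called active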
HCT116 PTEN-null: suppresses growth of cells with PTEN deletion; HCT116 PTEN-null viability, CellTiter-Glo, 60 h; active compounds read low; viability, % at 10 µM; actives 1.2% (n = 140,000); AID 827;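 active = viability at or below a set limit, 4 SD under the median of all tested compounds, cut at about 3.7% in these data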;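 note: PTEN knockout HCT116 line with beta catenin targeted HCT116 as companion control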
Phagocyt inh: blocks phagocytosis by macrophages. J774A.1 macrophage IgG-bead phagocytosis, imaging. inhibition, % at 5 µM. actives 0.07% (n = 110,000);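 active = inhibition above the mean of the plate negative controls plus 5 SD, cut at about 13% in these data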;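 note: phagocytic index as fraction of beads internalized from green versus red external bead signal; plate controls were DMSO negative control for no effect and cytochalasin-D positive control for full effect; some results beyond the cut were filed as inactive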
bCat KO growth: beta-catenin-lacking colon tumor cell growth suppression. HCT116 beta-catenin knockout viability, CellTiter-Glo, 60 h; active compounds read low. viability, % at 10 µM. actives 1.5% (n = 140,000);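 active = viability at or under a set limit, the compound median less 4 SD, cut at about 6% in these data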;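 note: 0% = Hyamine 1622 control at 20 µM and 100% = untreated cell control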
Yeast lifespan up: extends the lifespan of yeast | S. cerevisiae growth with nicotinamide, OD615; deaD strain in restrictive glucose medium | inhibition of the nicotinamide effect, % at 10 µM | actives 0.68% (n = 130,000) | AID 775;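 active = inhibition above a set limit, placed 3 SD over the median of all compounds, cut at about 26% in these data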;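 note: 0% = nicotinamide-treated wells and 100% = cells grown without nicotinamide; some compounds called inactive have numbers as strong as hits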
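Test system – modified budding yeast, DeaD strain · Compound – single dose 10 µM compound, 0.25% DMSO · Times – culture preincubation 4 h, compound exposure 48 h, both 30 °C · Detection – optical density (absorbance) at 615 nm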
MRP1 act: activators of MRP-1 | AID 799 | viability increase, % at 10 µM | H69AR cells + doxorubicin, viability rescue, CellTiter-Glo | actives 0.61% (n = 140,000);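 active = viability gain under doxorubicin at or above a set limit, the compound median plus 3 SD, cut at about 4.7% in these data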;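 note: MRP-1 overexpressing cells given doxorubicin 25 µM after compound pretreatment; 18-22 h compound pretreatment then 72 h with doxorubicin before readout; 0% = doxorubicin-only wells and 100% = vehicle-treated cells without doxorubicin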
Measles CPE: protection of cells from measles virus. actives 1.5% (n = 140,000). protection (pct of control), % at 4 µM. Measles virus-infected cells, CPE protection, absorbance. AID 841; in the data active = protection mostly above about 24%, no sharp cut-off; inactive = mostly below about 26%; note: some compounds called inactive have numbers as strong as hits
The depositor's hits bear a star; / = no result given.

cpd	compound	NPY-Y2 antag	GALR2 antag	Yeast growth inh	E-sel TNF inh	HCT116 PTEN-null	Phagocyt inh	bCat KO growth	Yeast lifespan up	MRP1 act	Measles CPE
1	Cc1cc(C)c(-n2c(O)c(/C=N/N3CCCCC3c3cccnc3)c(=O)[nH]c2=O)c(C)c1 (stereo not given)	1.6	-5.3	-10.6	3.1	97.5	-1.6	88.8	-1.8	-1.2	4.5
2	CN(C)P(=O)(CCl)Nc1ccccc1 (stereo not given)	2.8	-2.4	-32.5	-16.9	88.0	-6.4	86.9	3.9	1.6	5.8
3	CC(=O)C1C2c3ccccc3OC1(C)N=c1s/c(=C/c3cn(C)nc3C)c(=O)n12 (stereo not given)	-0.3	9.1	-57.4	16.8	91.2	1.8	93.8	-5.0	-0.7	4.5
4	COc1cc2c(cc1OC)C(C(=O)N1CCC3(CC1)OCCO3)C(c1ccccc1F)N(C)C2=O (stereo not given)	1.9	13.4	-29.6	8.4	92.8	/	90.4	-1.9	-3.2	3.0
5	Cc1cc(NC(=O)COC(=O)c2c(C)nn(Cc3ccccc3Cl)c2C)no1	5.2	10.3	-27.2	-3.9	94.7	/	94.6	-0.2	0.8	5.0
6	C/C(=N\NC(=S)Nc1ccccc1)c1c(O)n(C)c(=O)n(C)c1=O	1.0	6.5	-1.2	-3.7	93.7	-2.1	86.6	12.6	0.7	14.3
7	O=c1cccc2n1CC1CC2CN(C(c2ccccc2)c2sc3ncnn3c2O)C1 (stereo not given)	3.6	12.5	8.0	-37.6	83.3	0.6	94.5	-14.8	0.7	29.2
8	CC1(C)C(c2ccccc2)=NC(c2cccnc2)=[N+]1[O-]	-0.2	3.1	-4.4	/	104.1	0.0	105.2	-21.8	-1.4	1.5
9	CC(C)CCNC(=O)c1c(N)n(Cc2ccc3c(c2)OCO3)c2nc3ccccc3nc12	-1.9	-12.4	4.5	10.9	18.8	1.3	22.0	-12.0	-2.1	9.2
10	O=C(CNC(=O)OCc1ccccc1)Nc1ccc(Br)cc1C(=O)c1ccccc1	6.1	-1.5	-24.8	5.2	63.6	-3.7	63.8	-13.1	-1.0	33.3
11	CCOC(=O)N1CCN(C(C)C(=O)c2c[nH]c3ccccc23)CC1 (stereo not given)	-0.6	-5.0	-16.9	/	90.2	-0.3	92.4	-3.7	-5.5	5.3
12	CCc1c(C(=O)NN2C(=O)C3C4CCC(O4)C3C2=O)csc1C (stereo not given)	0.3	-2.1	-32.8	/	95.0	-0.2	83.1	0.4	-0.4	8.1
13	CCOc1ccccc1-n1c(O)c(C=Nc2c(C)n(C)n(-c3ccccc3)c2=O)c(=O)[nH]c1=O	-0.7	-3.2	-37.9	/	101.7	0.1	98.4	2.5	-0.1	10.4
14	COc1ccc(CCNC(=O)COC(=O)Cc2ccccc2)cc1	3.1	2.5	-6.5	-4.0	101.9	3.6	96.1	0.2	0.6	6.2
15	C/C(=N\N1CCCCC1)c1c(O)[nH]c(=O)[nH]c1=O	-0.1	-2.4	9.4	7.6	104.1	-7.0	101.0	-7.7	-1.3	2.0
16	CC12CN3CC(C)(CN(C1)C31CCOCC1)C2=O	0.4	16.5	-2.0	6.3	102.2	/	90.2	/	-2.4	5.5
17	CCn1cc(C(=O)c2ccccc2)c2ccccc21	3.9	7.9	-12.0	8.6	89.2	0.6	82.8	-4.0	0.6	11.1
18	CC(/C=N/NC(=O)c1n[nH]c2c1CCC2)=C\c1ccccc1	4.8	20.6	-59.6	36.0	15.2	6.8	13.7	-8.6	-1.7	2.0
19	Cc1ccccc1-n1c(C)cc(/C=C2/C(=O)NC(=O)N(Cc3ccco3)C2=O)c1C	3.8	0.9	-25.5	-10.9	95.1	/	92.5	8.7	-1.6	37.0
20	Cc1nc2ccc(Cl)cn2c1P(=S)(N1CCOCC1)N1CCOCC1	1.5	14.3	-12.6	-73.8	97.2	0.1	97.3	-5.7	-1.0	6.6
21	CCCC(C)C1(CC)C(=O)NC(=O)N=C1N (stereo not given)	2.1	2.2	-16.5	/	101.1	-12.0	100.4	6.4	-0.8	20.2
22	O=C1C2CCCN2C(c2cccnc2)N1c1ccc(Cl)cc1 (stereo not given)	4.3	6.0	-36.7	/	95.0	-3.4	86.7	-5.1	-3.3	2.4
23	O=C(O)[C@@H]1C[C@H]1[C@@H](NP(=O)(c1ccccc1)c1ccccc1)c1ccccc1	0.0	11.8	-53.1	/	96.2	/	101.3	5.1	-0.1	5.8
24	CCOc1cc(C=C2C(=O)NC(=O)NC2=O)ccc1OCC(=O)N1CCOCC1	2.4	-3.3	-17.2	33.1	111.2	-5.7	102.1	-4.1	-1.2	6.0
25	CN(CCCCC(=O)/C=N/O)Cc1ccccc1 (tested in a mixture with another compound)	5.0	-2.4	-24.0	-2.2	96.7	-0.1	97.8	1.9	-2.5	19.2
26	CCCCC1(CCCC)C(=O)NC(=Nc2cccc(C)c2)NC1=O	0.4	12.3	-37.7	-4.0	12.0	/	31.7	-7.0	-6.7	7.2
27	CCN(CC)CCN=Cc1c(O)n(C2CCCCCC2)c(=O)[nH]c1=O	2.9	-2.5	4.4	5.9	93.4	-2.3	98.6	-7.4	-1.5	14.5
28	Cc1cc(C)cc(N2C(=O)NC(=O)/C(=C\c3cccn3-c3ccccc3)C2=O)c1	1.3	12.1	-56.2	/	35.3	/	58.3	24.6	-3.6	3.5
29	O=C1NCN(c2ccccc2)C12CCNCC2	-0.9	-6.2	-67.9	10.2	104.0	1.2	94.5	-5.7	-0.9	7.9
30	CC(=NCCN1CCCCC1)c1c(O)n(Cc2ccccc2)c(=O)[nH]c1=O	3.0	-2.3	-38.0	17.2	111.6	1.0	110.8	-12.3	0.9	5.2
31	CC(C)OP(=O)(OC(C)C)C(O)c1cccnc1 (stereo not given)	1.2	1.7	8.3	/	93.2	-3.4	98.5	1.1	0.7	11.0
32	O=C(c1sc2ccccc2c1Cl)N1CCC2(CC1)OCCO2	1.9	15.2	15.3	-50.4	110.8	-1.4	97.5	1.4	1.0	6.7
33	CCCCc1nc2ccccc2c(=O)n1-c1ccccc1O	1.1	-4.2	-42.1	/	81.3	/	89.7	-5.8	-1.4	13.7
34	C[C@]12CC[C@@H](O)C[C@@H]1CC[C@@H]1[C@@H]2CC[C@]2(C)[C@@H](O)CC[C@@H]12	-0.9	12.6	-45.1	/	99.8	/	94.3	28.8*	-1.3	12.4
35	Cc1ccc(NC(=O)CN2C(=O)CN=C(c3ccccc3)c3cc(Cl)ccc32)cc1	1.0	-7.3	-44.7	1.9	47.5	0.1	43.7	6.7	0.4	36.0
36	CCC1(CC)C(=O)N(Cc2ccccc2)C(=O)N(Cc2ccccc2)C1=O	4.9	8.5	-46.9	0.2	77.9	-1.2	77.9	5.0	0.5	17.3
37	C=Cn1ccnc1P(=S)(c1cc(N(CC)CC)ns1)c1nccn1C=C	2.9	3.2	-4.4	-41.7	85.2	-0.8	90.2	-24.4	-2.2	19.9
38	CC1CCC(C(=O)NC(C(=O)N2CCC3(CC2)OCCO3)C(C)C)CC1 (stereo not given)	-2.7	-0.5	-15.7	-17.2	90.2	10.7	84.8	-3.4	0.5	21.8
39	CCC(C)n1c(O)c(C=Nc2cccc(C(F)(F)F)c2)c(=O)[nH]c1=S (stereo not given)	5.5	1.6	-47.5	-6.9	96.1	/	84.5	19.6	-1.8	4.1
40	CCCCn1c(O)c(/C=C/C=Nc2ccccc2)c(=O)[nH]c1=O	-1.1	11.9	-26.9	/	103.5	-5.3	99.1	-2.8	0.4	8.6
41	Cc1ccc(OCC(=O)NCCN2CCN(C(=O)COc3ccc(C)cc3)CC2)cc1	0.4	-4.0	-42.1	-21.4	98.1	-2.7	90.5	-2.5	2.2	1.0
42	COc1cc(OC)c(OC)cc1CNC(C)C(O)c1ccccc1 (stereo not given)	6.1	4.0	-6.3	-19.2	111.0	-0.7	92.2	7.5	-0.3	1.3
43	CCC(C)c1ccc(N2C(=O)NC(=O)/C(=C/c3cccn3CCOc3ccc(C)cc3)C2=O)cc1 (stereo not given)	1.6	1.6	-37.1	-2.8	71.5	/	78.5	0.9	-4.2	10.2
44	CC(O)(CS(=O)(=O)c1cccc(C(F)(F)F)c1)C(=O)Nc1cccc(C(F)(F)F)c1 (stereo not given)	-0.4	-0.6	-57.6	5.0	87.0	/	96.1	-11.6	0.0	7.3
45	COc1ccccc1N1CCN(Cc2ccc(Cl)cc2Cl)CC1	3.5	-3.2	8.7	14.8	76.5	0.0	84.0	-7.9	-0.6	7.5
46	CCOP(=O)(OCC)C1(O)C(=O)Nc2ccc(Br)cc21 (stereo not given)	4.3	10.8	1.2	-7.0	92.5	-10.0	83.4	2.1	-4.0	6.8
47	CCN(CCNc1ccc([N+](=O)[O-])c2cccnc12)S(=O)(=O)c1ccccc1	6.5	11.0	-30.7	/	96.2	-8.7	95.4	3.3	-0.3	5.2
48	CCOP(=O)(OCC)C(c1ccccc1)N(C)C=O (stereo not given)	2.5	4.0	-24.5	-26.4	105.6	-0.9	99.8	-6.3	-0.9	21.4
49	c1ccc2c(CCNCc3ccc4c(c3)OCO4)c[nH]c2c1	8.3	-4.5	-9.3	-21.7	51.1	/	53.5	3.7	-5.1	7.6
50	COc1cccc(C2(O)CCSCC2CN(C)C)c1 (stereo not given)	0.2	-11.9	-22.9	-14.6	98.1	-2.9	88.6	-1.5	-1.7	8.2
51	CCCCn1c(O)c(C(C)=NCCN2CCOCC2)c(=O)[nH]c1=O	2.2	-0.6	-77.3	4.6	107.7	-2.1	104.9	4.9	-0.3	7.2
52	CCCCSC1=NN1c1nc(N)nc(C)c1CC	-1.5	-1.6	-43.7	-4.9	108.3	-0.2	100.9	-8.7	-0.1	11.9
53	O=c1[nH]c(=S)n(CCC2=CCCCC2)c(O)c1C=NC1CCN(Cc2ccccc2)CC1	0.8	7.7	9.6	-36.7	69.0	/	52.1	-2.4	-3.1	0.2
54	CC(=O)O[C@]1(c2ccccc2)CCN(C)[C@H]2CCCC[C@@H]21	4.4	-1.9	-14.6	18.4	107.9	/	98.7	/	-0.2	14.5
55	Cc1ccc(-c2nc3ccccc3c(=O)n2-n2cccc2)cc1	3.4	-6.4	-34.2	2.0	96.5	-0.4	101.3	-5.2	-1.2	7.2
56	O=C(CN1CCCCC1)c1ccc(OC(F)F)cc1	1.6	-7.4	5.0	-4.5	95.8	-4.0	91.5	-4.1	0.4	11.9

3 compounds out of the list, arranged by molar mass, falling:
cpd	compound	NPY-Y2 antag	GALR2 antag	Yeast growth inh	E-sel TNF inh	HCT116 PTEN-null	Phagocyt inh	bCat KO growth	Yeast lifespan up	MRP1 act	Measles CPE
53	O=c1[nH]c(=S)n(CCC2=CCCCC2)c(O)c1C=NC1CCN(Cc2ccccc2)CC1	0.8	7.7	9.6	-36.7	69.0	/	52.1	-2.4	-3.1	0.2
54	CC(=O)O[C@]1(c2ccccc2)CCN(C)[C@H]2CCCC[C@@H]21	4.4	-1.9	-14.6	18.4	107.9	/	98.7	/	-0.2	14.5
52	CCCCSC1=NN1c1nc(N)nc(C)c1CC	-1.5	-1.6	-43.7	-4.9	108.3	-0.2	100.9	-8.7	-0.1	11.9

An excerpt; count on the stated rates, not on these rows.
